# GPR35 arrestin U2OS: GPR35 antagonists blocking zaprinast-driven arrestin recruitment, primary screen, imaging, U2OS, beta-arrestin-GFP, zaprinast agonist (AID 2058). U2OS GPR35 beta-arrestin-GFP translocation imaging, zaprinast antagonism; higher % means a stronger effect. inhibition, % at 10 µM; hits with a dose series show IC50 in µM. 290,000 compounds, 0.052% hits;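 active = inhibition of at least 50% with at least 30 cells and total cytoplasm GFP at most 10,000,000; inconclusive = under 30 cells or total GFP of 10,000,000 plus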
# RSV CPE inhibition: inhibition of RSV-induced cytopathic effect – HEp-2 cells, primary 10 µM value included (AID 2391). CPE inhibition, % at 10 µM; hits with a dose series show IC50 in µM. HEp-2 cells, RSV-induced CPE inhibition; higher % means a stronger effect. 310,000 compounds, 0.13% hits; in the data active = a potency from the dose series; inconclusive = CPE inhibition mostly from about 23% at the one dose, without a potency; inactive = the rest, 99 in 100 with CPE inhibition below about 21%; also: strong numbers were not always called active
# K1F lysis inhibition: protection from phage-mediated lysis, alamar blue read-out – E. coli UTI89, K1F phage, bacterial capsule biogenesis inhibitors (AID 488966). E. coli UTI89 K1F phage lysis, alamar blue, 2 h; higher % means a stronger effect. one-dose inhibition, % at 100 µM; IC50 in µM for titrated hits. 340,000 compounds, 0.02% hits;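 active = phage lysis inhibition, versus mean bacterial control, above a set limit; inconclusive = no clear call, values can overlap the other calls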;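 also: capsule biogenesis inhibitors block K1F phage lysis so surviving cells raise fluorescence; higher fluorescence means more inhibition of phage lysis; actives were called in the ten point dose series up to 300 µM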
# Large T inhibition: SV40 large T antigen inhibitors, biochemical (AID 1903). SV40 large T antigen ATPase/helicase inhibition assay; higher % means a stronger effect. inhibition, % at 20 µM, or IC50 in µM where a hit was titrated. 310,000 compounds, 0.39% hits; in the data active = a potency from the dose series; inconclusive = inhibition mostly from about 32% at the one dose, without a potency; inactive = the rest, 99 in 100 with inhibition below about 32%; also: strong numbers were not always called active
# GPR55 LPI antagonism: GPR55 antagonists blocking LPI-driven arrestin recruitment, primary screen, imaging, U2OS, beta-arrestin-GFP, LPI agonist (AID 2013). U2OS GPR55 beta-arrestin-GFP translocation imaging, LPI antagonism; higher % means a stronger effect. inhibition, % at 10 µM, or IC50 in µM where a hit was titrated. 290,000 compounds, 0.13% hits;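 active = spots per cell inhibited over 60%, with over 100 cells counted and total cytoplasm intensity under 500,000; inconclusive = wells with under 100 cells, flagged as likely toxic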;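 also: U2OS cells stably carrying GPR55 and arrestin-GFP stimulated by 5 µM LPI near EC80; imaged beta-arrestin-GFP aggregate spots per cell after agonist stimulation; plate controls were LPI-stimulated DMSO wells for no effect and DMSO wells without LPI for full effect; some results filed as inactive read as strong as hits; confirmed hits need IC50 under 10 µM and bright autofluorescent wells are also inconclusive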
# NS5 inhibitors: flavivirus cap methylation enzyme inhibition – biochemical, confirmation dose response, primary screen (AID 588689). inhibition, % at 25 µM; hits with a dose series show IC50 in µM. Dengue-2 NS5 methyltransferase capping enzyme assay, biochemical; higher % means a stronger effect. 340,000 compounds, 0.3% hits; in the data active = a potency from the dose series; inconclusive = inhibition above about 29% without an active follow-up result
# Rac1 GTP hydrolysis: MgcRacGAP GTPase-activating activity inhibitors, confirmation, biochemical, ADP Hunter fluorescence. MgcRacGAP-stimulated Rac1 GTP hydrolysis, ADP Hunter fluorescence; higher % means a stronger effect; GST-tagged Rac1 F28L mutant substrate. one-dose inhibition, % at 30 µM; IC50 in µM for titrated hits. 340,000 compounds, 0.6% hits. AID 624330;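 active = first-screen hits whose inhibition reached a set limit at any dose in the follow-up dose series; inconclusive = inhibition above the set first-screen limit but never retested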;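 also: fluorescence reports GDP produced by GAP-driven GTP hydrolysis; strong numbers were not always called active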
# HIV fusion peptide: inhibitors of HIV fusion peptide binding, primary screen, biochemical, uHTS, fluorescence dequenching (AID 1986). cell-free peptide binding, fluorescence dequenching, 30 min; higher % means a stronger effect. one-dose inhibition, % at 20 µM; IC50 in µM for titrated hits. 290,000 compounds, 0.3% hits; in the data active = inhibition mostly above about 52%, no sharp cut-off; inactive = mostly below about 76%; also: some results filed as inactive read as strong as hits
# Salmonella PhoP GFP: inhibitors of PhoP regulon expression, primary screen, Salmonella Typhimurium, GFP reporter (AID 1863); S. Typhimurium PhoP-regulated promoter GFP reporter, 4 h; higher % means a stronger effect; 300,000 compounds, 0.16% hits; inhibition, % at 50 µM, or IC50 in µM where a hit was titrated;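 active = inhibition over 29.93%, a cutoff 3 SD above the screen mean, later confirmed by dose response; inconclusive = inhibition over 29.93% but no dose response follow-up; inactive = inhibition at most 29.93% or unconfirmed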;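 also: 0% = low Mg2+ inducing control and 100% = high Mg2+ repressing control; strong numbers were not always called active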
# * marks the source's active call; other numbers are inactive results; ? = inconclusive; · = not tested or not shown; & = joins results of further samples; [ ] = another dose, or the depositor's remark.
SMILES,GPR35 arrestin U2OS,RSV CPE inhibition,K1F lysis inhibition,Large T inhibition,GPR55 LPI antagonism,NS5 inhibitors,Rac1 GTP hydrolysis,HIV fusion peptide,Salmonella PhoP GFP
O=C(NC(=S)NCc1nc2ccccc2[nH]1)c1ccccc1F,-10%,1.5%,-0.4%,13%,8%,-10%,7%,-2.5%,0%
Cc1c(C(=O)OCC(=O)Nc2ccccc2OC(F)F)cccc1[N+](=O)[O-],-8%,2.3%,0.1%,11%,19%,-7%,5%,0.8%,-14%
COc1cc(S(=O)(=O)NC2CCCC2)ccc1-n1cnnn1,0%,-0.1%,0.3%,11%,5%,-4%,8%,1.6%,0%
CC1(C)SC(=S)N(c2ccccc2)C1/[N+]([O-])=C/c1cccc([N+](=O)[O-])c1 (centres undefined),-11%,·,·,10%,3%,·,·,-2.0%,-4%
O=C(C1=C(O)C(=O)N(CC2CCCO2)C1c1ccccc1Cl)c1ccco1 (centres undefined),4%,1.2%,-0.4%,9%,7%,15%,5%,0.0%,-2%
Cc1ccc(N2CCN(C(=O)c3cc(COc4c(C)cccc4C)on3)CC2)c(C)c1,-12%,12%,0.1%,12%,21%,-3%,10%,1.2%,3%
O=C(O)c1cc([N+](=O)[O-])ccc1Nc1ccccc1,-12%,2.1%,0.0%,8%,2%,-6%,6%,7.6%,-11%
C/C(=N\NC(=O)c1cccnc1)c1cc(C)oc1C,-7%,1.3%,1.2%[50 µM],1%,8%,-11%,3%,-0.1%,-12%
COc1ccc(C(=O)OCC(=O)NC2CC2)cc1S(=O)(=O)Nc1ccc(C)cc1,·,0.5%,0.3%[50 µM],·,·,12%,3%,·,·
Cc1ccc(S(=O)(=O)N2CCN(C(=O)CSc3nnc(-c4ccco4)o3)CC2)cc1,7%,5.1%,-0.5%,-2%,4%,-6%,7%,4.8%,-6%
COc1ccc(NC(=O)CN2C(=O)NC3(CCCC3)C2=O)c(OC)c1,9%,2.3%,0.0%,2%,13%,-2%,4%,-0.3%,0%
O=S1(=O)CC(O)C(Nc2ccccc2Cl)C1 (centres undefined),-9%,1.4%,0.5%,3%,-11%,2%,4%,-1.6%,29%

# In a second layout: results already given
molecule: O=C(O)c1cc([N+](=O)[O-])ccc1Nc1ccccc1
  GPR35 arrestin U2OS: -12% | RSV CPE inhibition: 2.1% | K1F lysis inhibition: 0.0% | Large T inhibition: 8% | GPR55 LPI antagonism: 2% | NS5 inhibitors: -6% | Rac1 GTP hydrolysis: 6% | HIV fusion peptide: 7.6% | Salmonella PhoP GFP: -11%

molecule: COc1cc(S(=O)(=O)NC2CCCC2)ccc1-n1cnnn1
  GPR35 arrestin U2OS: 0% | RSV CPE inhibition: -0.1% | K1F lysis inhibition: 0.3% | Large T inhibition: 11% | GPR55 LPI antagonism: 5% | NS5 inhibitors: -4% | Rac1 GTP hydrolysis: 8% | HIV fusion peptide: 1.6% | Salmonella PhoP GFP: 0%

# Next section
SMILES,GPR35 arrestin U2OS,RSV CPE inhibition,K1F lysis inhibition,Large T inhibition,GPR55 LPI antagonism,NS5 inhibitors,Rac1 GTP hydrolysis,HIV fusion peptide,Salmonella PhoP GFP
CCCCc1ccc(NC(=S)Nc2ccc(Nc3ccc(OC)cc3)cc2)cc1,2%,22%,-3.4%,8%,7%,22%,27%,-2.0%,27%
COc1ccc(C(=O)CN(Cc2ccccc2)C2=NCCS2)cc1,-10%,0.0%,3.8%,13%,14%,2%,1%,1.9%,3%
COc1ccc(CN2C(=O)c3cccnc3C2Nc2ccc(OC)c(Cl)c2)cc1 (centres undefined),-3%,25%,0.2%,14%,6%,-7%,-1%,-1.0%,-3%
O=C(NN1CCOCC1)c1ccc(Cl)cc1Cl,·,2.6%,0.7%,12%,·,-2%,13%,·,·
O=C(O)c1ccc(-c2ncc[nH]2)cc1,0%,-1.6%,-2.5%,1%,-2%,-1%,-2%,-0.2%,-5%
Cc1ccc(C2N(c3ccccc3)C(=S)N3CCCN23)cc1 (centres undefined),-13%,1.1%,-0.5%,2%,-2%,-1%,11%,-2.0%,9%
CN(C)c1ccc(-c2nc3ccccc3n2C)cc1,22%,8.0%,0.6%,9%,9%,-3%,4%,2.7%,-3%
COc1ccc(CC(=O)OC(C)C(=O)c2ccc(C)cc2)cc1 (centres undefined),-3%,0.8%,-0.2%,-17%,-12%,-3%,0%,0.6%,-9%
O=C1/C(=C\c2cccs2)SC(=S)N1C1CCS(=O)(=O)C1 (centres undefined),0%,0.1%,0.4%,6%,6%,-6%,4%,-3.0%,4%
O=C1OC(Nc2nccs2)c2ccccc21 (centres undefined),-5%,-0.2%,1.1%,·,6%,1%,8%,-1.1%,·
COc1cccc(C(=O)N2C(C(=O)O)CSC2c2ccccc2Cl)c1 (centres undefined),10%,0.8%,1.8%[50 µM],2%,-12%,-6%,6%,2.4%,8%
CC1CC(=O)NN=C1c1ccc(NCCO)c([N+](=O)[O-])c1 (centres undefined),-6%,-3.5%,-0.6%,4%,-5%,-2%,10%,-0.2%,-3%
CC(NC(=O)Cc1ccsc1)c1ccc(Cl)cc1Cl (centres undefined),-12%,2.8%,0.0%,6%,12%,0%,7%,-2.8%,0%
COc1ccc(CCNC(=O)C2CCN(S(=O)(=O)c3cccs3)CC2)cc1OC,4%,5.4%,-0.3%,-1%,-2%,7%,1%,1.7%,8%
Cc1c(Br)c(C(=O)N2CCc3ccccc32)nn1C,7%,1.1%,-13%,18%,8%,-7%,-13%,-1.5%,3%
O=[N+]([O-])c1ccc(Nc2ccc(Cl)cc2)nc1,-7%,?,·,-3%,-8%,·,·,-1.2%,8%
N#CCCN(C(=O)COC(=O)c1ccc2c(c1)NC(=O)CS2)c1ccc2c(c1)OCCO2,19%,1.2%,-4.6%,8%,1%,-2%,-2%,3.3%,6%
O=C(CSc1ncn[nH]1)Nc1c(F)cc(F)cc1Br,4%,2.0%,0.6%,4%,0%,-4%,0%,-0.3%,10%
Cc1ccnc(NC(=O)c2cc(F)c(F)cc2Cl)n1,6%,0.8%,0.0%,3%,6%,-2%,3%,-1.1%,11%
COc1ccc(OC)c(N(CC(=O)Nc2ccc3c(c2)OCCO3)S(C)(=O)=O)c1,-8%,-2.0%,0.0%,2%,2%,1%,14%,-1.7%,5%
O=C(NCC1CCCO1)C1CCCN(S(=O)(=O)c2cccc3nsnc23)C1 (centres undefined),9%,1.7%,3.3%,4%,11%,2%,6%,-1.6%,4%
C[C@@H](C(=O)NC1CCCCC1)N1C(=O)N2CCc3c([nH]c4ccccc34)[C@@]2(C)C1=O,11%,1.6%,6.1%,·,2%,-5%,5%,-0.5%,·
N#CCCN(C(=O)COC(=O)c1cc2ccccc2oc1=O)c1ccccc1,·,-0.2%,1.7%[50 µM],·,·,1%,0%,·,·
O=c1[nH]c(C2CCN(S(=O)(=O)c3ccccc3F)CC2)nc2c1nnn2Cc1ccc(F)cc1,-4%,39%,0.1%,10%,15%,-6%,5%,2.7%,-3%

# Profiles as entered above. Screens in order: GPR35 arrestin U2OS | RSV CPE inhibition | K1F lysis inhibition | Large T inhibition | GPR55 LPI antagonism | NS5 inhibitors | Rac1 GTP hydrolysis | HIV fusion peptide | Salmonella PhoP GFP
# Shown for `Cc1c(Br)c(C(=O)N2CCc3ccccc32)nn1C` = 7% | 1.1% | -13% | 18% | 8% | -7% | -13% | -1.5% | 3%
# Shown for `N#CCCN(C(=O)COC(=O)c1cc2ccccc2oc1=O)c1ccccc1` = · | -0.2% | 1.7%[50 µM] | · | · | 1% | 0% | · | ·

# The results go on.
SMILES,GPR35 arrestin U2OS,RSV CPE inhibition,K1F lysis inhibition,Large T inhibition,GPR55 LPI antagonism,NS5 inhibitors,Rac1 GTP hydrolysis,HIV fusion peptide,Salmonella PhoP GFP
CCCC(NC(=O)Cc1c(C)c2cc3c(C)c(C)oc3c(C)c2oc1=O)C(=O)N[C@@H](Cc1ccccc1)C(=O)O (some centres undefined),-3%,1.2%,4.5%,2%,-9%,1%,0%,26%,1%
COc1ccc(N(CC(=O)NCc2ccccc2)S(=O)(=O)c2c(C)nn(C)c2C)cc1,11%,-0.6%,-1.6%,7%,9%,0%,3%,1.0%,5%
O=C(NCCCN1CCCC1=O)c1cccc(S(=O)(=O)N2CCN(c3ccccc3)CC2)c1,-8%,0.8%,0.8%[50 µM],16%,11%,-3%,4%,3.0%,1%
Cc1c(CC(=O)NCC(=O)O)c(=O)oc2cc3oc4c(c3cc12)CCCC4,10%,-0.8%,0.1%[50 µM],0%,8%,4%,10%,-1.9%,14%
Cc1cc(C)cc(N=C2SC(CC(=O)Nc3ccccc3)C(=O)N2CCN2CCOCC2)c1 (centres undefined),-3%,8.3%,0.2%,8%,18%,0%,0%,-1.5%,-2%
CC(C)c1ccc(OCC(O)CN2CCN(c3ccccc3)CC2)cc1 (centres undefined),-10%,17%,-0.1%&4.7%,2%,1%,0%&-3%,1%&-14%,-0.2%,-3%
CC(C)n1nnnc1SCC(=O)Nc1ccccc1F,1%,2.3%,-0.1%,5%,-2%,-2%,6%,0.6%,-3%
O=C(Nc1cccc(OC(=O)c2cccnc2)c1)c1cccnc1,8%,-2.2%,6.8%,2%,·,-5%,3%,0.9%,12%
O=[N+]([O-])c1ccccc1S(=O)(=O)N1CCN(C2CCCC2)CC1,6%,-0.1%,-0.1%,13%,-6%,-3%,19%,0.7%,-2%
O=C(Nc1cccnc1)Nc1ccc(Cl)cc1Cl,9%,18%,-0.4%,9%,4%,-1%,6%,0.9%,-3%
CC(C)(C)n1nc2c(c1NC(=O)c1ccc(Cl)c([N+](=O)[O-])c1)CS(=O)(=O)C2,7%,1.3%,-3.6%,2%,-12%,5%,0%,0.4%,0%

# Screening results deposited in PubChem BioAssay by several laboratories.
